TcdB inh = blocks C. difficile toxin B glycohydrolase activity; TcdB glycohydrolase enzymatic assay, plate reader; inhibition, % at 9.99 µM; 350,000 tested, 0.24% active; AID 652162; in the data active means inhibition above about 10%
* = called active by the depositor; & = joins results of further samples. This is a subset (hit frequency here may not be typical).

SMILES	TcdB inh
O=C(Nc1ccccc1F)N1CC(=O)N2[C@H](CO)[C@H](c3ccc(C#CC4CC4)cc3)[C@H]2C1	0.2
COCC(=O)Nc1ccc2c(c1)C(=O)N(C)C[C@H](OC)[C@H](C)CN(Cc1ccccc1OC)[C@H](C)CO2	-1.2
O=C(C[C@@H]1CC[C@@H]2[C@H](COC[C@H](O)CN2C(=O)c2ccc3c(c2)OCO3)O1)NC1CCCC1	-1.5
COc1ccc(-c2ccc3c(c2)O[C@@H](CN(C)C(C)=O)[C@@H](C)CN([C@H](C)CO)S3(=O)=O)cc1	2.2
N#C[C@@H]1[C@@H](c2ccc(C3=CCCCC3)cc2)[C@@H](CO)N1S(=O)(=O)c1ccccc1	1.2
C[C@H]1CCCCO[C@@H](CN(C)Cc2ccccc2)[C@@H](C)CN([C@@H](C)CO)C(=O)c2cc(NC(=O)Nc3cccc4ccccc34)ccc2O1	4.5
Cc1ccccc1-c1cnc2c(c1)C(=O)N([C@@H](C)CO)C[C@@H](C)[C@@H](CN(C)C(=O)c1ccc(F)cc1)O2	-1.3
CN(C)C(=O)c1cccc(-c2ccc([C@H]3[C@H](CO)N4CCCCN(Cc5cccnc5)C[C@@H]34)cc2)c1	-0.7
O=C(Nc1ccc2c(c1)[C@@H]1C[C@@H](CC(=O)N3CCOCC3)O[C@H](CO)[C@@H]1O2)Nc1ccccc1F	-0.5
C[C@H](CO)N1C[C@H](C)[C@H](CN(C)C(=O)Nc2ccc(C(F)(F)F)cc2)Oc2ccc(NC(=O)C3CC3)cc2CC1=O	3.7
C[C@H](CO)N1C[C@H](C)[C@@H](CN(C)Cc2ccc(-c3ccccc3)cc2)Oc2ccc(NS(C)(=O)=O)cc2C1=O	-1.1
COc1ccccc1-c1cn(CC[C@@H]2CC[C@H](NC(=O)C3CCOCC3)[C@H](CO)O2)nn1	0.4
CN(C)C(=O)[C@@H]1[C@@H](CO)[C@@H]2Cn3c(ccc(C4=CCCCC4)c3=O)[C@@H]2N1C(=O)c1ccccc1F	-0.5
COCC(=O)Nc1ccc2c(c1)C(=O)N(C)[C@@H]1CC[C@@H](CC(=O)NCC3CC3)O[C@@H]1CO2	-0.4
COc1cccc(C#Cc2ccc([C@H]3[C@@H](CO)N(C(=O)C4CCC4)[C@H]3C#N)cc2)c1	-0.7
COc1ccccc1-c1cnc2c(c1)C(=O)N([C@H](C)CO)C[C@@H](C)[C@@H](CN(C)C(=O)CC1CC1)O2	1.2
COc1ccc(NC(=O)Nc2ccc3c(c2)CC(=O)N([C@@H](C)CO)C[C@H](C)[C@@H](CN(C)Cc2ccc(C(=O)Nc4ccccc4N)cc2)O3)cc1	0.4
CCS(=O)(=O)N1CC(=O)N2[C@H](CO)[C@@H](c3ccc(-c4ccc(C)cc4)cc3)[C@H]2C1	-0.6
CCCNC(=O)C[C@@H]1CC[C@H]2[C@H](COc3ccc(NS(=O)(=O)CC)cc3C(=O)N2C)O1	-0.8
COc1ccc2c3c(n(C)c2c1)[C@@H](CO)NCC31CN(C(=O)CC2CC2)C1	0.1
CC(=O)N1CC2(C1)[C@H](c1ccccc1)[C@H](CO)N2Cc1cccc(Cl)c1	0.1
C[C@H](CO)N1C[C@H](C)[C@H](CN(C)S(=O)(=O)c2ccc(C#N)cc2)Oc2ncc(C#CC(C)(C)O)cc2C1=O	-0.6
O=C(Nc1ccccc1F)N1CCCCN2[C@H](CO)[C@@H](c3ccc(C#Cc4ccccc4)cc3)[C@H]2C1	-2.6
COc1ccc2c3c([nH]c2c1)[C@@H](CO)N(C(=O)Nc1ccc(F)cc1)CC31CCN(S(=O)(=O)c2cccs2)CC1	0.7
Cc1noc(C)c1NC(=O)N(C)C[C@H]1OCCCC[C@H](C)Oc2ccc(NC(=O)c3ccccc3)cc2C(=O)N([C@@H](C)CO)C[C@@H]1C	0.6
C[C@H]1CN([C@@H](C)CO)C(=O)Cc2cc(NC(=O)C3CC3)ccc2O[C@@H]1CN(C)CC1CC1	1.2
COc1ccccc1NC(=O)N[C@@H]1CC[C@H](CC(=O)N2CCC(Cc3ccccc3)CC2)O[C@H]1CO	0.0
C[C@@H]1CCCCO[C@H](CN(C)S(=O)(=O)c2ccccc2)[C@@H](C)CN([C@@H](C)CO)C(=O)c2cc(NC(=O)Nc3cccc4ccccc34)ccc2O1	-0.4
C[C@H](NC(=O)C[C@@H]1C[C@H]2c3cc(NC(=O)C4CCOCC4)ccc3O[C@H]2[C@@H](CO)O1)c1ccccc1	0.1
COc1ccc2c3c([nH]c2c1)[C@H](CO)N(C(=O)CN(C)C)CC31CCN(Cc2ccncc2)CC1	-1.8
O=C(C[C@H]1CC[C@H](NC(=O)Nc2cccc(F)c2)[C@@H](CO)O1)NCC1CCCCC1	0.9
C[C@@H]1CN([C@H](C)CO)C(=O)c2cccc(NS(=O)(=O)c3ccc(F)cc3)c2O[C@H]1CN(C)C(=O)Nc1ccc2c(c1)OCO2	-0.3
COc1cccc(-c2cnc3c(c2)C(=O)N([C@@H](C)CO)C[C@H](C)[C@@H](CN(C)C(=O)Nc2ccccc2F)O3)c1	-0.2
C[C@@H]1CN([C@H](C)CO)C(=O)c2cc(NC(=O)C3CC3)ccc2O[C@@H]1CN(C)Cc1ccc(-c2ccccc2)cc1	0.9
COc1ccc(S(=O)(=O)N(C)C[C@H]2Oc3ccc(NC(=O)Nc4ccc(C(F)(F)F)cc4)cc3C(=O)N([C@H](C)CO)C[C@H]2C)cc1	0.9
COc1ccccc1S(=O)(=O)N[C@@H]1CC[C@@H](CCNC(=O)C2CCOCC2)O[C@@H]1CO	0.5
Cc1noc(C)c1S(=O)(=O)Nc1ccc2c(c1)C(=O)N([C@@H](C)CO)C[C@H](C)[C@H](CN(C)Cc1ccc(C(=O)O)cc1)OCCCC[C@@H](C)O2	-0.8
C[C@@H]1CN([C@H](C)CO)S(=O)(=O)c2ccc(-c3cncnc3)cc2O[C@@H]1CN(C)C(=O)Cc1ccccc1	0.7
O=C(N[C@H]1CC[C@@H](CCn2cc(Cc3ccccc3)nn2)O[C@H]1CO)c1ccccn1	-0.9
C[C@H](CO)N1C[C@H](C)[C@@H](CN(C)Cc2ccc(Cl)c(Cl)c2)Oc2c(NS(=O)(=O)c3ccccc3)cccc2C1=O	0.2&0.4
C[C@@H]1CN([C@H](C)CO)C(=O)Cc2cc(NC(=O)CCC(F)(F)F)ccc2O[C@H]1CN(C)Cc1ccncc1	1.8
C[C@@H]1CN([C@H](C)CO)C(=O)c2cc(NS(=O)(=O)c3cccs3)ccc2O[C@@H](C)CCCCO[C@@H]1CN(C)Cc1ccc(C(=O)O)cc1	-0.5
CN1C(=O)c2cc(NC(=O)C3CCC3)ccc2OC[C@@H]2O[C@@H](CC(=O)NCCc3ccncc3)CC[C@@H]21	0.9
CC(C)NC(=O)N(C)C[C@H]1Oc2ncc(-c3ccccc3F)cc2C(=O)N([C@H](C)CO)C[C@@H]1C	0.0
C[C@H]1CN([C@@H](C)CO)C(=O)c2c(c3ccccc3n2C)-c2ccccc2CO[C@@H]1CN(C)S(=O)(=O)c1ccc(C(F)(F)F)cc1	0.2

Fetched by structure from the list above:
SMILES	TcdB inh
COc1ccc2c3c([nH]c2c1)[C@@H](CO)N(C(=O)Nc1ccc(F)cc1)CC31CCN(S(=O)(=O)c2cccs2)CC1	0.7
COc1ccc(NC(=O)Nc2ccc3c(c2)CC(=O)N([C@@H](C)CO)C[C@H](C)[C@@H](CN(C)Cc2ccc(C(=O)Nc4ccccc4N)cc2)O3)cc1	0.4
CC(C)NC(=O)N(C)C[C@H]1Oc2ncc(-c3ccccc3F)cc2C(=O)N([C@H](C)CO)C[C@@H]1C	0.0
C[C@H](CO)N1C[C@H](C)[C@H](CN(C)C(=O)Nc2ccc(C(F)(F)F)cc2)Oc2ccc(NC(=O)C3CC3)cc2CC1=O	3.7
O=C(C[C@H]1CC[C@H](NC(=O)Nc2cccc(F)c2)[C@@H](CO)O1)NCC1CCCCC1	0.9
COc1ccc(S(=O)(=O)N(C)C[C@H]2Oc3ccc(NC(=O)Nc4ccc(C(F)(F)F)cc4)cc3C(=O)N([C@H](C)CO)C[C@H]2C)cc1	0.9
COc1ccccc1S(=O)(=O)N[C@@H]1CC[C@@H](CCNC(=O)C2CCOCC2)O[C@@H]1CO	0.5

Additional structures
SMILES	TcdB inh
CO[C@@H]1CN(C)C(=O)c2cc(NS(=O)(=O)CC(F)(F)F)ccc2OC[C@H](C)N(Cc2ccccn2)C[C@@H]1C	-9.8
CCCNC(=O)[C@H]1[C@H](CO)[C@H]2Cn3c(ccc(-c4cncnc4)c3=O)[C@H]2N1C(=O)c1ccccc1F	0.6
Cn1cnc(S(=O)(=O)N[C@@H]2C=C[C@@H](CC(=O)NCC3CCCCC3)O[C@@H]2CO)c1	-0.5
CO[C@@H]1CN(C)C(=O)c2ccc(NC(=O)CC(F)(F)F)cc2OC[C@H](C)N(C(=O)C2CC2)C[C@H]1C	-2.0
Cn1cnc(S(=O)(=O)N[C@H]2CC[C@@H](CC(=O)Nc3ccccc3)O[C@H]2CO)c1	1.7
CCCNC(=O)N(C)C[C@@H]1Oc2ncc(-c3ccccc3)cc2C(=O)N([C@H](C)CO)C[C@@H]1C	-1.1
CCCNC(=O)NC[C@@H]1[C@@H](c2ccc(C3=CCCCC3)cc2)[C@H](CO)N1C(C)=O	1.3
O=C(OC(C(=O)NCc1ccccc1)c1ccco1)c1ccccc1 (centres undefined)	-0.8
CN1C(=O)c2cc(NS(=O)(=O)c3ccccc3F)ccc2OC[C@H]2O[C@H](CC(=O)NC3Cc4ccccc4C3)CC[C@H]21	1.4
C[C@@H]1CCCCO[C@@H](CN(C)S(=O)(=O)c2ccccc2)[C@@H](C)CN([C@@H](C)CO)C(=O)c2cc(NS(=O)(=O)c3ccc(F)cc3)ccc2O1	0.4
COc1cccc(-c2cn(CC[C@@H]3CC[C@@H](NC(=O)CN(C)C)[C@@H](CO)O3)nn2)c1	0.4
C[C@H](CO)N1C[C@H](C)[C@H](CN(C)CC2CCOCC2)Oc2ncc(C#Cc3ccncc3)cc2C1=O	-4.2
C[C@H]1CN([C@@H](C)CO)C(=O)c2cc(NS(=O)(=O)c3cn(C)cn3)ccc2O[C@@H]1CN(C)S(=O)(=O)c1ccc(Cl)cc1	0.5
C[C@@H]1CN([C@@H](C)CO)C(=O)c2cccc(NC(=O)Nc3ccc4c(c3)OCO4)c2O[C@H]1CN(C)C(=O)Nc1ccc2c(c1)OCO2	-1.1
C[C@@H]1CN([C@@H](C)CO)C(=O)c2cc(NC(=O)Cc3ccccc3)ccc2O[C@H]1CN(C)C	0.1
C[C@@H]1CCCCO[C@H](CN(C)Cc2ccc(C(=O)O)cc2)[C@H](C)CN([C@@H](C)CO)C(=O)c2cc(NS(=O)(=O)c3ccc(Cl)cc3)ccc2O1	-0.9
C[C@@H]1CCCCO[C@@H](CN(C)C(=O)C2CCCCC2)[C@@H](C)CN([C@@H](C)CO)C(=O)c2cc(NC(=O)CCC(F)(F)F)ccc2O1	-0.7
C[C@@H]1CCCCO[C@H](CN(C)S(=O)(=O)c2cn(C)cn2)[C@H](C)CN([C@@H](C)CO)C(=O)c2cc(NC(=O)Nc3ccc4c(c3)OCO4)ccc2O1	0.5
C[C@H](CO)N1C[C@H](C)[C@H](CN(C)Cc2cccc(C(F)(F)F)c2)OCc2ccccc2-c2ccccc2C1=O	1.8
COc1ccc(NC(=O)N(C)C[C@H]2Oc3ccc(N(C)C)cc3CC(=O)N([C@@H](C)CO)C[C@H]2C)cc1	-6.6
CN(C)C(=O)c1ccc(-c2ccc([C@@H]3[C@H]4CN(C(=O)C5CCC5)CCCCN4[C@H]3CO)cc2)cc1	0.2
CCNC(=O)C[C@@H]1CC[C@@H](NC(=O)NC2CCCCC2)[C@@H](CO)O1	-0.2
O=C(Nc1ccc(C(F)(F)F)cc1)N1C[C@@H]2N[C@H](C1)C2c1ccc(-c2ccccc2)cc1 (some centres undefined)	-0.2&-0.2
O=C(Nc1cc(F)ccc1F)N1CC(=O)N2[C@H](C1)[C@@H](c1ccc(C#CC3CCCC3)cc1)[C@@H]2CO	-0.6
CCCc1cn(CC[C@H]2CC[C@@H](NC(=O)C3CCCC3)[C@@H](CO)O2)nn1	-11
CO[C@@H]1CN(C)C(=O)c2ccc(NC(=O)C3CC3)cc2OC[C@H](C)N(CCc2ccccc2)C[C@H]1C	-1.6
C[C@@H]1CN([C@H](C)CO)C(=O)c2cc(C3=CCCC3)cnc2O[C@@H]1CN(C)C(=O)C1CCC1	0.6
Cc1ccc(S(=O)(=O)N(C)C[C@@H]2OCCCC[C@H](C)Oc3ccc(NS(=O)(=O)c4c(C)noc4C)cc3C(=O)N([C@H](C)CO)C[C@@H]2C)cc1	-0.5
O=C(Nc1ccccc1)N[C@H]1CC[C@@H](CCNS(=O)(=O)c2cccc(F)c2)O[C@@H]1CO	2.5
C[C@@H]1CN([C@@H](C)CO)C(=O)c2cc(NC(=O)Nc3ccc(F)cc3)ccc2O[C@H]1CN(C)C(=O)NC1CCCCC1	-0.8
COc1ccccc1-c1ccc([C@@H]2[C@@H](C#N)N(C(=O)NC(C)C)[C@@H]2CO)cc1	-1.2
O=C(Nc1ccc2c(c1)[C@H]1C[C@@H](CC(=O)N3CCCCC3)O[C@H](CO)[C@H]1O2)NC1CCCC1	1.0
COc1cccc(S(=O)(=O)N[C@H]2CC[C@H](CCN)O[C@H]2CO)c1	0.5
Cc1ccc(S(=O)(=O)Nc2cccc3c2O[C@@H](CN(C)S(=O)(=O)c2ccccc2)[C@H](C)CN([C@@H](C)CO)C3=O)cc1	0.0
C[C@H]1CN([C@@H](C)CO)C(=O)c2c(c3ccccc3n2C)-c2ccccc2CO[C@@H]1CN(C)C(=O)Nc1ccc(-c2ccccc2)cc1	-0.2
CCCNC(=O)N1[C@H](C#N)[C@@H](c2ccc(-c3cccnc3)cc2)[C@@H]1CO	-0.2
